PI5P4K alpha inh – blocks human PI5P4K alpha kinase activity. P48426. PI5P4Kalpha enzyme, ADP-Glo luminescence, 60 min; hits give low values. max response, %. actives 1.2% (n = 330,000). AID 652105; active = max response of -50% or lower; inconclusive = between -30% and -50%; inactive = -30% or higher; note: value at the top dose of about 77 µM; % is set by controls: 0 for no effect and ±100 for the full control effect
Target sequence (P48426 whole entry, looked up): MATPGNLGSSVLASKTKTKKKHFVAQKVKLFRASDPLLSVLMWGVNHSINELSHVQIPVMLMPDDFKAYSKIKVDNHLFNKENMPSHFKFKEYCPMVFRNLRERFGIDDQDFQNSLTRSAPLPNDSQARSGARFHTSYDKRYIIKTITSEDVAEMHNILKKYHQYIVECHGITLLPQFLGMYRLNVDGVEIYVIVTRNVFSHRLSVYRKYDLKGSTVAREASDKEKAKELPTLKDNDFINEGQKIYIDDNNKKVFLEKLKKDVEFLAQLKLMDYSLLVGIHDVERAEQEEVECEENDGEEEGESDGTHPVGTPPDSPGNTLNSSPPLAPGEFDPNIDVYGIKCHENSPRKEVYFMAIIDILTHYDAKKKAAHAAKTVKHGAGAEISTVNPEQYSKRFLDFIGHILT
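PI5P4Kalpha ADP-Glo assay; 5 microM ATP final; 60 min RT reaction; HEPES pH 7.4/EGTA/CHAPS, 5% DMSO; controls lacking substrate or enzyme; luminescent end-point.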
FUS yeast rescue – suppressors of FUS proteinopathy in yeast; Potency, µM (doses to about 76.6 µM), without a hit: at the top dose growth rescue (activation), usual class: activators; AID 1347120; S. cerevisiae FUS-expressing, growth rescue, OD600, 24 h; actives 0.24% (n = 390,000);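 note: potency is the fitted concentration of half-maximal effect; plate controls were DMSO vehicle for no effect and reference control for full effect; nearly all actives have a fitted effect of over 55% in size; some results filed as inactive show a strong effect at the top dose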
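Quantitative HTS measuring growth restoration of FUS-toxic yeast. Galactose-induced cells (OD 0.005) were exposed 24hr at 30C to compounds at several concentrations, then absorbance at 600 nm was recorded.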
aSyn rescue – inhibitors of alpha-synuclein toxicity in yeast; Yeast expressing alpha-synuclein, growth rescue, BacTiter-Glo, 24 h; Potency, µM (doses to about 46.1 µM), without a hit: top-dose growth rescue (activation), actives largely listed as activators; actives 0.14% (n = 370,000); note: potency is the fitted concentration of half-maximal effect; % of control where 0% means no effect; nearly all actives have a fitted effect of over 65% in size
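Readout is rescue of growth in alpha-synuclein-expressing yeast, so inhibitors of toxicity appear as activators. Growth after 24 hr at 30 deg C in galactose medium is quantified by luminescence.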
EPAC1 antag – antagonists of human EPAC1; O95398; actives 0.14% (n = 360,000); Potency, µM (titrated, usually from 115 µM), without a hit: at the top dose activity change, negative = inhibition, hits mostly inhibitors; EPAC1 GEF assay, Rap1b-BODIPY-GDP exchange fluorescence;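 note: potency is the fitted concentration of half-maximal effect; plate controls were vehicle for no effect and positive control for full effect; nearly all actives have a fitted effect of over 50% in size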
WRN inhibitor – WRN helicase (human) inhibition; WRN helicase unwinding, fluorescent forked duplex, kinetic; Potency, µM (series often up to 114 µM), without a hit: top-dose activity change, negative = inhibition, actives largely listed as inhibitors; actives 0.46% (n = 360,000); note: potency is the fitted concentration of half-maximal effect; % is set by controls: 0 for no effect and ±100 for the full control effect; nearly all actives have a fitted effect of over 55% in size
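Enzyme (20 nM final) and test compound sit together 15 min at room temperature before substrate addition. Substrate is a single-forked duplex oligonucleotide (100 nM) labelled with fluorophore and quencher, with 2 mM ATP; helicase unwinding raises red fluorescence, read kinetically.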
IL2 activator – activators of IL-2; IL-2 activation reporter assay, cell-based qHTS; stimulated with anti-CD3/CD4/CD28 beads; in transgenic mouse T cells; activation, % (series mostly up to about 46 µM); actives 0.065% (n = 360,000); in the data active = activation above about 50%; inconclusive = mostly about 30% to 49%; note: 0% is about no effect
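Unstimulated transgenic mouse T cells preincubated 60 min with compound, then stimulated with anti-CD3/anti-CD4-coated beads plus anti-CD28 for 18 h at 37 degrees C. IL-2 response read as EGFP and DsRed fluorescence by plate cytometry.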
Abeta yeast res – restores growth of yeast expressing A-beta42 peptide. yeast expressing A-beta42, growth rescue, OD600, 48 h; response scale: 0% DMSO, 100% iron-clioquinol control. Potency, µM (top dose mostly 46.1 µM), for the others: at the top dose growth rescue, most hits filed as activators. actives 0.063% (n = 410,000); note: potency is the fitted concentration of half-maximal effect; nearly all actives have a fitted effect of over 55% in size
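Yeast A-beta toxicity model in growth medium with pinned compounds, 48 h at 30 C; growth read as absorbance at 600 nm. Normalized to FeCl3/clioquinol equimolar mix (positive) and DMSO (negative).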
EPAC1 agonist – activates human EPAC1 exchange factor; Potency, µM (titrated, usually from 154 µM), for inactives: at the top dose activation, actives largely listed as activators; O95398; actives 0.073% (n = 360,000); EPAC1 agonist qHTS, biochemical assay; response scale: 100% = response to 6.5 mM cAMP; AID 720707; note: potency is the fitted concentration of half-maximal effect; nearly all actives have a fitted effect of over 60% in size
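Read-out is the fluorescence drop as BODIPY-GDP leaves Rap1B (480 nm excitation, 540 nm emission), recorded every 5 minutes over 30 minutes. Reactions held 100 nM EPAC1, 250 nM Rap1B–BODIPY-GDP and 50 uM GDP, with 6.5 mM cAMP setting full activation.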
PLK1 PBD block – PLK1 (human) polo-box domain binding inhibition; P53350; Plk1 PBD binding of FITC phosphopeptide, fluorescence polarization; Potency, µM, for the others: max response, negative = inhibition, most hits filed as inhibitors; actives 2.8% (n = 360,000); AID 720504; note: potency is the fitted concentration of half-maximal effect; series mostly up to about 57 µM; % is set by controls: 0 for no effect and ±100 for the full control effect; nearly all actives have a fitted effect of over 65% in size
Target sequence (P53350 whole entry, looked up, the tested form may be a part): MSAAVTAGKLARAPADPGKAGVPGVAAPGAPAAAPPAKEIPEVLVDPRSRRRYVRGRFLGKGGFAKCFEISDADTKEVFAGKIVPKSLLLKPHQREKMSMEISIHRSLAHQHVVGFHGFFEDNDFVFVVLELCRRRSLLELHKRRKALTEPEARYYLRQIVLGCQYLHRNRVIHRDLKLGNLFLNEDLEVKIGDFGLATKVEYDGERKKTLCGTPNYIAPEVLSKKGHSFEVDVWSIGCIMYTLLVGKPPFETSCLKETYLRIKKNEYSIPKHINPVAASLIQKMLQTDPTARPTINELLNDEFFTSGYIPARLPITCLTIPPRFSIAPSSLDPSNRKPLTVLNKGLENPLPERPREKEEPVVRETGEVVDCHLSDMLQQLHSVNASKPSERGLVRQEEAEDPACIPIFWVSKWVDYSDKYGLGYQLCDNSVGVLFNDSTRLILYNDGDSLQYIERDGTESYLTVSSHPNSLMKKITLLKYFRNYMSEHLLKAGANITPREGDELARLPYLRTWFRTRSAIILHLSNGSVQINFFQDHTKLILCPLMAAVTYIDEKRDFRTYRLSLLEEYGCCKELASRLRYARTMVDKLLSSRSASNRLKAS
* marks the source's active call; other numbers are inactive results; ? = inconclusive; . = not tested or not shown; [ ] = dose if it differs, or a comment. Unless noted, calls come from the whole dose curve; as a rule, active = well fitted curve in the direction sought with a large enough effect; inconclusive = small, poorly fitted or top-dose-only effect, or another doubt; inactive = no such curve, though single readings can be large; an effect the other way counts as inactive or inconclusive.

SMILES	PI5P4K alpha inh	FUS yeast rescue	aSyn rescue	EPAC1 antag	WRN inhibitor	IL2 activator	Abeta yeast res	EPAC1 agonist	PLK1 PBD block
Cc1cc2nc(CSc3ccccc3)cc(=O)n2[nH]1	-5	18%	-7%	-17%	-32%	0.9	-14%	7%	21µM*
NC(=O)C1CN(C(=O)c2cccc(S(=O)(=O)N3CCc4ccccc43)c2)c2ccccc2O1 (stereo unspecified)	-1	24%	1%	-12%	-9%	0.7	-14%	7%	-3%
CCCCNC(=O)c1cc2c(=O)n(CC)c3ccccc3c2s1	-10	13%	1%	15%	0%	-3.9	-10%	-4%	1%
O=C(C1CCC1)N1CCc2cc(S(=O)(=O)NCc3ccco3)ccc21	-5	14%	10%	0%	-5%	0.4	6%	12%	-6%
CN(Cc1ccc([N+](=O)[O-])cc1)c1ccccc1	3	-8%	6%	-10%	-11%	-0.9	15%	7%	-4%
CCC(Sc1nnc2c3ccccc3n(CC)c2n1)C(=O)Nc1sc2c(c1C#N)CCCC2 (stereo unspecified)	-1	-9%	3%	-2%	-16%	-1.0	5%	4%	-7%
COc1ccccc1CNC(=O)C12CC3CC(CC(C3)C1)C2	-7	0%	16%	4%	-4%	-0.6	19%	-2%	27µM*
Cc1cccc(C)c1N1CC(=O)N(c2c(C)cccc2C)CC1=O	6	10%	2%	10%	0%	1.9	10%	-2%	2%
Cn1c(SCc2ccc([N+](=O)[O-])cc2)nc2c(c1=O)SCC2	-16	-9%	0%	4%	-8%	-1.5	-9%	1%	-7%
COc1ccc(C(=O)CSc2nnc(CN3CCCC3)n2-c2ccc(F)cc2)c(OC)c1	-17	9%	-2%	9%	-3%	0.5	-6%	6%	-12%
CN(Cc1ccccc1)C(=O)CCn1c(=O)oc2ccccc21	-2	-23%	9%	-2%	2%	-1.1	0%	2%	-8%
Cc1cc(NS(=O)(=O)c2ccc(NC(=O)c3ccc([N+](=O)[O-])cc3)cc2)nc(C)n1	2	-12%	0%	3%	0%	-1.2	5%	2%	-10%

Reprinted at random: 5 records from the list.
SMILES	PI5P4K alpha inh	FUS yeast rescue	aSyn rescue	EPAC1 antag	WRN inhibitor	IL2 activator	Abeta yeast res	EPAC1 agonist	PLK1 PBD block
Cc1cc(NS(=O)(=O)c2ccc(NC(=O)c3ccc([N+](=O)[O-])cc3)cc2)nc(C)n1	2	-12%	0%	3%	0%	-1.2	5%	2%	-10%
CCC(Sc1nnc2c3ccccc3n(CC)c2n1)C(=O)Nc1sc2c(c1C#N)CCCC2 (stereo unspecified)	-1	-9%	3%	-2%	-16%	-1.0	5%	4%	-7%
COc1ccccc1CNC(=O)C12CC3CC(CC(C3)C1)C2	-7	0%	16%	4%	-4%	-0.6	19%	-2%	27µM*
Cc1cc2nc(CSc3ccccc3)cc(=O)n2[nH]1	-5	18%	-7%	-17%	-32%	0.9	-14%	7%	21µM*
CN(Cc1ccccc1)C(=O)CCn1c(=O)oc2ccccc21	-2	-23%	9%	-2%	2%	-1.1	0%	2%	-8%

Grouped by structure, the entries above with an aryl methoxy group.
SMILES	PI5P4K alpha inh	FUS yeast rescue	aSyn rescue	EPAC1 antag	WRN inhibitor	IL2 activator	Abeta yeast res	EPAC1 agonist	PLK1 PBD block
COc1ccccc1CNC(=O)C12CC3CC(CC(C3)C1)C2	-7	0%	16%	4%	-4%	-0.6	19%	-2%	27µM*
COc1ccc(C(=O)CSc2nnc(CN3CCCC3)n2-c2ccc(F)cc2)c(OC)c1	-17	9%	-2%	9%	-3%	0.5	-6%	6%	-12%

Further results.
SMILES	PI5P4K alpha inh	FUS yeast rescue	aSyn rescue	EPAC1 antag	WRN inhibitor	IL2 activator	Abeta yeast res	EPAC1 agonist	PLK1 PBD block
COc1cc(N2CCCC2)ccc1[N+](=O)[O-]	-3	-11%	-4%	-14%	-24%[57.1 µM]	0.3	-14%	-14%	-4%
O=C(CN1C(=O)NC2(CCCC2)C1=O)N1CCN(S(=O)(=O)c2ccccc2)CC1	-5	20%	3%	-5%	-3%	0.9	-4%	-8%	-8%
CCOC(=O)Cn1c(=NC(=O)c2cccs2)sc2cc(C(=O)OC)ccc21	3	5%	0%	4%	-27%[57.1 µM]	-0.5	3%	10%	-9%
O=C(CNC(=O)C12CC3CC(CC(C3)C1)C2)N/N=C\c1ccccn1	0	14%	0%	-1%	?	0.6	2%	7%	-13%
CCC(C)(C)n1nnnc1C(c1ccccc1)N1CCN(Cc2ccccc2)CC1 (stereo unspecified)	-1	0%	6%	-12%	4%	-0.4	-4%	5%	-4%
COc1ccc(CCNC(=O)Cn2nnc(C(=O)Nc3cccc(C)c3C)c2N)cc1OC	0	-8%	5%	3%	-8%	-3.6	1%	9%	2%
O=C(O)C(Cc1c[nH]c2ccccc12)NS(=O)(=O)c1cccc(Cl)c1Cl (stereo unspecified)	1	-21%	-7%	-14%	2%	-0.4	-7%	2%	-14%
Fc1ccc(N/N=C2/CCSc3sccc32)c(F)c1	-20	-28%	7%	11%	-18%	-0.7	19%	-3%	?
O=C(COc1ccccc1[N+](=O)[O-])Nc1cc(C(=O)O)cc(C(=O)O)c1	-2	8%	2%	3%	-1%	0.8	5%	7%	3%
Cc1ccc([N+](=O)[O-])c(C(=O)Nc2cccnc2Cl)c1	-3	-36%	-6%	-7%	5%	-0.4	8%	4%	-8%
Cc1c(C(=O)Nc2ccc(F)cc2)cn2c(nc3ccccc32)c1C#N	2	-14%	2%	-21%	-1%	0.7	2%	-1%	4%
CC1(C(=O)Nc2cccc3c2CCCC3)CCN1C(=O)C1(c2ccc(Cl)cc2)CC1 (stereo unspecified)	31	30%	15%	-13%	-8%	-0.7	8%	0%	-1%
CC(CCc1ccccc1)NC(=O)C(=O)N1CCOCC1 (stereo unspecified)	0	7%	-2%	-3%	-5%	1.0	0%	2%	-2%
CN(Cc1cnc2nc(N)nc(N)c2n1)c1ccc(C(=O)NC(CCC(=O)O)C(=O)O)cc1C(F)(F)F (stereo unspecified)	-21	.	-2%	4%	-22%	-0.4	14%	2%	-6%
COc1ccc(-n2nc3c(c2NC(=O)c2cc(Br)ccc2Cl)CS(=O)C3)cc1 (stereo unspecified)	-6	20%	0%	-3%	-6%	0.0	7%	-15%	1%
O=S(=O)(Nc1ccn(-c2ccccc2)n1)c1ccc(Br)cc1	.	-4%	-7%	-3%	-11%	0.5	-10%	9%	-14%
Cc1[nH]n(-c2ccccc2)c(=O)c1N=Nc1ccc(Cl)cc1	-8	-14%	1%	-9%	3%	-1.0	-5%	1%	-9%
O=C(COc1ccc(Br)cc1Cl)NC(=S)Nc1ccccn1	-3	-3%	-4%	13%	1%	-5.6	12%	7%	-13%
O=C(/C=C/c1ccccc1Cl)NCCN1CCOCC1	.	1%	-2%	2%	-16%	0.0	1%	-5%	0%
Cc1cccc(N2CCN(S(=O)(=O)c3ccc4c(c3)C(C)(C)C(=O)N4C)CC2)c1C	?	32%	18%	?	-9%[11.6 µM]	-2.9	-25%	-6%	-17%
Cc1c(Br)c([N+](=O)[O-])nn1CC(=O)Nc1ccc(C(N)=O)cc1	1	-21%	-4%	0%	-3%	1.3	0%	3%	-5%
CN(C)CCNC(=O)c1[nH]nc2c1CCc1ccccc1-2	-5	9%	1%	3%	5%	-4.2	-2%	-4%	2%
COc1ccccc1CCC(=O)Oc1ccccc1C#N	1	9%	-7%	7%	9%	-1.6	-21%	-1%	-8%
CCOC1=CC(=O)OC(c2ccccc2)C1 (stereo unspecified)	-10	33%	-8%	-29%	3%	1.0	-4%	5%	-9%
O=C(COC(=O)CN1C(=O)COc2ccccc21)NCc1ccc(F)cc1	0	1%	-3%	1%	-3%	-3.1	5%	-2%	-7%
CCNc1nc(NCC)nc(N(CC)C(N)=S)n1	3	-10%	-9%	2%	-23%	1.4	-14%	5%	?
CCC1(C(=O)c2ccccc2)C2c3cc(Br)ccc3OC(=O)C21C(=O)N1CCOCC1 (stereo unspecified)	2	?	1%	3%	1%	-1.0	-5%	5%	-4%
Cc1nn(C)c(C(=O)N/N=C/c2ccc(C(F)(F)F)cc2)c1[N+](=O)[O-]	3	.	-10%	-6%	-1%	-4.0	-7%	-6%	-18%
C=CCn1c(SCC(=O)Nc2ccc(Br)cc2)nc(O)cc1=O	-21	29%	1%	1%	15%	-3.0	-2%	-5%	3%
CCC1(O)c2ccccc2-c2ncccc21 (stereo unspecified)	-2	-9%	-4%	-24%	2%	-0.5	2%	0%	-1%
Cc1cc(N2CCCC2)nc(-c2ccccc2O)n1	1	-8%	-8%	13%	2%	-0.3	5%	-4%	-2%
CCc1cc(CNC(=O)c2ccc3nc(Cc4ccc(OC)c(OC)c4)oc3c2)on1	0	27%	0%	-14%	-7%	-0.7	1%	-6%	-21%
CSc1ccccc1C(=O)NCC(c1ccco1)N(C)C (stereo unspecified)	2	-17%	-10%	4%	-3%	-4.2	9%	3%	0%
COC(=O)C1=CN(c2ccc(OC)cc2)C(N)=C(C#N)C1c1ccc(OC)cc1 (stereo unspecified)	-2	?	11%	?	-3%	-0.2	-12%	7%	-11%
CC(=O)N/N=C\c1cccc(OC/C=C/c2ccccc2)c1	-2	41%	?	-11%	-8%	-3.1	-22%	6%	3%
CSc1ccccc1NC(=S)Nc1ccc(S(N)(=O)=O)cc1	0	2%	3%	-2%	-7%	0.2	10%	10%	-18%
O=C(/C=C/c1cccs1)c1ccc(Br)cc1	24	28%	-4%	-7%	-21%	-0.3	6%	1%	-16%
CC1(C)CC(=O)C=C(NCCN2CCN(C(=S)NC3CCCCC3)CC2)C1	4	10%	0%	-10%	-7%	0.4	-7%	-6%	-1%
O=C(CCNC(=O)c1ccco1)Nc1nc2ccccc2s1	1	5%	0%	-4%	-8%	1.1	-1%	-13%	-4%
CC(C)OC(=O)CC12CN3CN(C1)CC(CC(=O)OC(C)C)(C3)C2=O	9	0%	0%	-18%	-5%	1.3	6%	7%	-12%
Cc1ccc(C(=O)N/C(=C\C=C\c2ccccc2)C(=O)NCc2ccco2)cc1	-2	19%	8%	2%	-17%[57.1 µM]	1.4	-11%	9%	-7%
Cc1cccc(Cl)c1NC(=O)N1CCCN(c2nc3ccc(Cl)cc3s2)CC1	0	10%	5%	-7%	-10%	-0.4	?	1%	4%

High-throughput results from PubChem.
